Screening results deposited in PubChem BioAssay by several laboratories.
T cell HTS – T cell immune modulation candidate | 2C CD8+ T cell-vesicle binding, flow cytometry; stronger effect = lower value | AID 2052 | actives 0.068% (n = 330,000) | calls only at 7 µM;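 active = response, share of CD8 T cells binding vesicles, and their 90th percentile fluorescence all below set limits, cut at about 80% in these data, passing the limit was not always enough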
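Material: murine 2C transgenic CD8+ T lymphocytes / Also added: QL9-peptide-loaded Drosophila micro-vesicles bearing Ld, ICAM-1 and B7-1 / Schedule: binding step 1.5 h, 37 °C, antibody labelling 20 min, ice / Signal: flow cytometry, PE anti-B7-1 (FL2) versus Alexa647 anti-CD8 (FL8), PFA-fixed / Evaluation: percent CD8+ FL2 mean versus row control / Benchmarks: naked versus QL9-loaded vesicles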
Large T inhibition – TAg ATPase/helicase activity blockers – biochemical (AID 1903) | SV40 large T antigen ATPase/helicase inhibition assay; higher % means a stronger effect | inhibition, % at 20 µM; hits with a dose series show IC50 in µM | actives 0.39% (n = 310,000); in the data active = a potency from the dose series; inconclusive = inhibition mostly from about 32% at the one dose, without a potency; inactive = the rest, 99 in 100 with inhibition below about 32%; also: strong numbers were not always called active
K1F lysis inhibition – inhibition of K1F phage lysis, E. coli UTI89, bacterial capsule biogenesis inhibitors, alamar blue (AID 488966) | E. coli UTI89 K1F phage lysis, alamar blue, 2 h; higher % means a stronger effect | one-dose inhibition, % at 100 µM; IC50 in µM for titrated hits | actives 0.02% (n = 340,000);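 active = phage lysis inhibition, versus mean bacterial control, above a set limit; inconclusive = no clear call, values can overlap the other calls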;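 also: capsule biogenesis inhibitors block K1F phage lysis so surviving cells raise fluorescence; higher fluorescence means more inhibition of phage lysis; actives were called in the ten point dose series up to 300 µM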
West Nile antiviral – West Nile virus antiviral activity, cell-based, CPE readout (AID 1621); one-dose CPE inhibition, % at 10 µM; IC50 in µM for titrated hits; actives 0.02% (n = 290,000); West Nile virus-infected cells, CPE inhibition; higher % means a stronger effect; in the data active = a potency from the dose series; inconclusive = CPE inhibition mostly from about 3.7% at the one dose, without a potency; inactive = the rest, 99 in 100 with CPE inhibition below about 2.2%; also: strong numbers were not always called active
NTR1 ag – agonists of NTR1, primary screen, imaging, U2OS cells, beta-arrestin-GFP, high content (AID 493036); P30989; actives 0.17% (n = 330,000); activation, % at 20 µM; NTR1-U2OS beta-arrestin-GFP spot imaging, agonist mode;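 active = activation at or above 40% of the spot to cytoplasm intensity ratio, with at least 20 cells analyzed; inconclusive = wells under 20 cells, flagged as cytotoxic or low count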;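 also: 0% = DMSO without peptide and 100% = 100 nM NTR1 peptide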
Target sequence (P30989 whole entry, looked up): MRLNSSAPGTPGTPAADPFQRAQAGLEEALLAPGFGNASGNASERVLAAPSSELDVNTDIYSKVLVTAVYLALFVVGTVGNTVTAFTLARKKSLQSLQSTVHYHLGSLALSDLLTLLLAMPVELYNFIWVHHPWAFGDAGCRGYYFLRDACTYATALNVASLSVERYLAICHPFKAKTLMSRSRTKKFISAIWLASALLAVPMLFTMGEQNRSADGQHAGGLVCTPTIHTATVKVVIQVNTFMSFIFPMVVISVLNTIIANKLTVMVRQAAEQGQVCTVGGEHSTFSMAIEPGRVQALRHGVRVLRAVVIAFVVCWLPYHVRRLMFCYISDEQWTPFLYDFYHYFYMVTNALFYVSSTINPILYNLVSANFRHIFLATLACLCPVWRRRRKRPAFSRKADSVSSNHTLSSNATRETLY
Salmonella PhoP GFP – inhibitors of PhoP regulon expression, primary screen, Salmonella Typhimurium, GFP reporter (AID 1863); S. Typhimurium PhoP-regulated promoter GFP reporter, 4 h; higher % means a stronger effect; inhibition, % at 50 µM; hits with a dose series show IC50 in µM; actives 0.16% (n = 300,000);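 active = inhibition over 29.93%, a cutoff 3 SD above the screen mean, later confirmed by dose response; inconclusive = inhibition over 29.93% but no dose response follow-up; inactive = inhibition at most 29.93% or unconfirmed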;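 also: 0% = low Mg2+ inducing control and 100% = high Mg2+ repressing control; strong numbers were not always called active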
MgcRacGAP inhibition – MgcRacGAP GTPase-activating activity inhibitors, confirmation, biochemical, ADP Hunter fluorescence; MgcRacGAP-stimulated Rac1 GTP hydrolysis, ADP Hunter fluorescence; higher % means a stronger effect; GST-tagged Rac1 F28L mutant substrate; one-dose inhibition, % at 30 µM; IC50 in µM for titrated hits; actives 0.6% (n = 340,000); AID 624330;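 active = first-screen hits whose inhibition reached a set limit at any dose in the follow-up dose series; inconclusive = inhibition above the set first-screen limit but never retested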;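 also: fluorescence reports GDP produced by GAP-driven GTP hydrolysis; strong numbers were not always called active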
RSV antiviral HEp-2 – RSV antiviral activity via CPE protection, HEp-2 cells, primary 10 µM value included (AID 2391); HEp-2 cells, RSV-induced CPE inhibition; higher % means a stronger effect; CPE inhibition, % at 10 µM, or IC50 in µM where a hit was titrated; actives 0.13% (n = 310,000); in the data active = a potency from the dose series; inconclusive = CPE inhibition mostly from about 23% at the one dose, without a potency; inactive = the rest, 99 in 100 with CPE inhibition below about 21%; also: strong numbers were not always called active
Dengue-2 NS5 capping – flavivirus cap methylation enzyme inhibition – biochemical, confirmation dose response, primary screen (AID 588689); one-dose inhibition, % at 25 µM; IC50 in µM for titrated hits; Dengue-2 NS5 methyltransferase capping enzyme assay, biochemical; higher % means a stronger effect; actives 0.3% (n = 340,000); in the data active = a potency from the dose series; inconclusive = inhibition above about 29% without an active follow-up result
T cell HTS vesicle-bound % – recorded beside T cell HTS, whose call it bears; double positive events, %; measured here: CD8+ vesicle-bound cell fraction;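 binding gate set so that unloaded-vesicle control wells show 10% double positive cells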
NTR1 ag cell count 20 µM – recorded beside NTR1 ag, whose call it bears; cell count; measured here: cell count, cytotoxicity flag
The depositor's hits bear a star; i = inactive; ? = inconclusive; . = no result given; & = joins results of further samples; ! = a repeat was not active; [ ] = remark or other dose.

SMILES	T cell HTS	T cell HTS vesicle-bound %	Large T inhibition	K1F lysis inhibition	West Nile antiviral	NTR1 ag	NTR1 ag cell count 20 µM	Salmonella PhoP GFP	MgcRacGAP inhibition	RSV antiviral HEp-2	Dengue-2 NS5 capping
CON(C)C(=O)/C=C/CCCCNC(=O)OC(C)(C)C	i	4	.	0.2%	.	0.1	61	.	1%	.	4%
CC(=O)Nc1ccc(NC(=O)COC(=O)c2ccc(Cl)nc2)cc1	.	.	.	0.3%[50 µM]	.	-0.1	59	.	6%	.	-4%
O=C(Nc1cccc(-c2csc(Nc3ccc(Cl)cc3)n2)c1)c1cccc(C(F)(F)F)c1	i	21	8%	1.2%	1.7%	6.7	75	0%	6%	-4.3%	2%
CCn1c(CSc2nnc(C)n2-c2ccccc2)nc2cc(S(=O)(=O)N(C)C)ccc21	i	57	0%	0.7%	0.3%	-0.4	83	14%	4%	0.5%	-3%
Cn1ccnc1SCC(=O)Nc1ccc([N+](=O)[O-])cn1	.	.	.	0.2%	-0.2%	1.2	51	.	0%	.	2%
CCN(CC)S(=O)(=O)c1cc(C(=O)N2CCc3ccccc32)ccc1Cl	i	8	-8%	0.2%	.	-3.1	73	-4%	5%	5.7%	-3%
COc1ccccc1NC(=S)N(Cc1ccccc1)Cc1cccs1	i	6	8%	0.0%	0.1%	4.5	64	-11%	-2%	0.6%	-3%
NC(=O)[C@@H]1CCCCNc2c(F)cc([N+](=O)[O-])cc2C(=O)N[C@@H](CC(=O)O)C(=O)N[C@@H](CCC(=O)O)C(=O)N1	i	50	6%	0.8%	0.8%	-6.9	57	2%	0%	-1.0%	-2%
CCO/N=C/C(=O)Nc1ccc(F)cc1F	i	45	10%	1.0%	-0.1%	-1.4	78	-12%	2%	1.8%	5%
C=CCCCCCCCC(=O)OC	i	30	-2%	-0.5%	-0.5%	-2.4	88	4%	2%	.	-10%
Cc1ccc2nc(NS(=O)(=O)c3cn(C)nc3C)sc2c1	i	61	10%	0.8%[50 µM]	-0.3%	0.4	61	0%	8%	0.8%	3%
COc1ccc(-c2oc3ncnc(NCCCN(C)C)c3c2-c2ccc(OC)cc2)cc1	i	49	17%	-0.2%	-2.3%	1.7	47	-4%	13%	9.6%	-5%
C=CCNC(=S)N1CCC(C(=O)c2ccc(F)cc2)CC1	i	17	5%	0.1%	-1.8%	3.1	55	3%	4%	2.7%	-1%
COc1ccccc1NS(=O)(=O)c1ccc(-c2cc(C)no2)s1	i	48	4%	0.0%	0.6%	1.2	49	-3%	7%	-0.4%	-8%
Cc1ccc(NC(=O)C2(NC(=O)c3cccc(N4C(=O)CSC4c4ccccc4)c3)CCCCC2)cc1 (stereo not given)	i	61	3%	1.6%	-0.9%	6.0	102	3%	4%	?	-8%
COc1cc(-c2nnn(CC#N)n2)ccc1OCc1ccccc1	i	40	14%	0.8%	3.0%	-0.9	50	2%	3%	-0.1%	-2%
O=C(Nc1nc2nccc(-c3ccccc3)n2n1)C(Cl)(Cl)Cl	i	46	6%	-0.5%	-0.1%	-0.4	69	-15%	-1%	1.4%	-3%
CCOc1ccc(CNC(=S)N/N=C\c2ccc([N+](=O)[O-])cc2)cc1	i	24	6%	0.1%	0.1%	4.5	55	6%	3%	1.1%	-12%
CCCCCCSc1ccc([C@@H]2[C@H]3C(=O)N(CC)C(=O)[C@H]3[C@]3(C(=O)OC)CCCN23)cc1	i	22	8%	0.4%	.	2.1	93	.	7%	5.0%	-1%
Cc1cc(C(=O)CSc2nnc(-c3cccnc3)n2-c2ccccc2F)c(C)n1C	i	22	1%	0.1%	0.7%	0.0	80	-4%	6%	4.4%	2%
CCC(CC)c1nnc(NC(=O)CC(C)c2ccccc2)s1 (stereo not given)	i	37	11%	2.0%	-1.6%	0.4	52	7%	6%	-1.9%	-8%
N=C1SC(CC(=O)Nc2ccccc2[N+](=O)[O-])C(=O)N1c1ccccc1 (stereo not given)	i	24	18%	-2.1%	-0.1%	1.3	61	-15%	-2%	-0.1%	-2%
Oc1ccccc1-c1nc(N2CCCC2)c2ccccc2n1	i	15	-6%	0.4%	0.1%	2.0	86	-9%	1%	2.9%	-3%
CCCN(CC(=O)Nc1ccccc1C)C(=O)Cc1coc2cc(C)ccc12	i	29	7%	-0.1%[50 µM]	0.0%	1.3	54	7%	4%	3.2%	-6%
CCOc1c2ccc(C(=O)NCc3ccccc3OC)cc2nn1CC	i	42	14%	0.5%	0.1%	-3.7	88	-3%	3%	3.4%	2%
CN(c1ccccc1)S(=O)(=O)c1cccc(C(=O)OCC(=O)NCc2ccccc2)c1	i	41	.	-0.8%	.	4.6	39	.	-1%	.	-7%
O=C(CCn1c(=S)[nH]c2ccccc2c1=O)NCCCN1CCOCC1	i	32	6%	0.9%	-0.2%	0.2	67	-1%	7%	-0.6%	-3%
CC1CCN(c2ccc(-c3cccs3)nn2)CC1	i	24	9%	-0.3%[50 µM]	-0.4%	3.8	89	-5%	7%	7.6%	-3%
O=[N+]([O-])c1cccc(S(=O)(=O)NCCc2cn3ccccc3n2)c1	i	11	23%	1.4%[50 µM]	0.3%	-0.4	53	1%	3%	-0.6%	-13%
COc1cc(C2Nc3ccccc3C(=O)N2NS(C)(=O)=O)c([N+](=O)[O-])cc1OC (stereo not given)	i	63	12%	0.0%	-0.4%	-0.2	87	-7%	8%	2.6%	-1%

Taken from above.
Value of `CC1CCN(c2ccc(-c3cccs3)nn2)CC1` under K1F lysis inhibition: -0.3%[50 µM]
Value of `CCOc1c2ccc(C(=O)NCc3ccccc3OC)cc2nn1CC` under Dengue-2 NS5 capping: 2%
Value of `N=C1SC(CC(=O)Nc2ccccc2[N+](=O)[O-])C(=O)N1c1ccccc1` (stereo not given) under Large T inhibition: 18%

Later entries:
SMILES	T cell HTS	T cell HTS vesicle-bound %	Large T inhibition	K1F lysis inhibition	West Nile antiviral	NTR1 ag	NTR1 ag cell count 20 µM	Salmonella PhoP GFP	MgcRacGAP inhibition	RSV antiviral HEp-2	Dengue-2 NS5 capping
O=C(c1ccc(Cl)c([N+](=O)[O-])c1)N1CCN(c2ccccn2)CC1	i	42	8%	2.2%	-0.3%	-0.3	66	-11%	3%	-0.2%	-5%
O=C(COc1ccccc1)Nc1ccc(NC(=O)c2ccco2)cc1	i	2	7%	-0.3%	0.3%	1.3	46	16%	-1%	3.2%	-15%
O=C(O)c1ccc(-c2nc3ccccc3s2)o1	i	25	6%	-0.1%	0.8%	4.7	76	6%	4%	3.5%	-4%
COc1ccc(N2CCCn3c2nc2c3c(=O)n(CCCc3ccccc3)c(=O)n2C)cc1	i	26	3%	.	.	0.9	32	-3%	.	3.8%	.
Cc1ccc(Oc2cc(C#N)c(C#N)cc2-n2nnc3ccccc32)cc1C	i	37	10%	2.6%	-0.2%	-6.9	72	-2%	11%	1.0%	4%
Cc1cc(-c2ccc(C)c(S(=O)(=O)NCCCN3CCN(c4ccccc4)CC3)c2)on1	i	34	29%	0.1%	-0.2%	1.9	52	-7%	5%	3.0%	1%
Cc1ccc(/C=C/C(=O)CCC(=O)O)cc1	i	44	-1%	-0.3%	0.2%	-0.4	36	-7%	4%	0.9%	5%
O=C(c1ccc(Cl)c(S(=O)(=O)N2CCc3ccccc32)c1)N1CCN(c2ccccc2O)CC1	i	37	.	0.7%	.	5.8	56	.	0%	.	-16%
CCc1ccc(Nc2nnc(SCc3cc(=O)n4ccsc4n3)s2)cc1	i	46	11%	-0.5%	.	1.4	37	-16%	-3%	25%	-4%
CC(NS(=O)(=O)c1ccc(CCC(=O)NCc2cccnc2)cc1)c1ccccc1 (stereo not given)	i	25	7%	1.9%	-1.1%	-0.6	80	-4%	7%	-0.1%	-1%
Cc1ccccc1NC(=O)Cc1nc(COC(=O)c2nc(Cl)ccc2Cl)cs1	i	31	.	0.1%[50 µM]	.	-0.2	66	.	-3%	0.3%	1%
O=C(NC1CCCC1)C(c1ccncc1)N(C(=O)c1ccco1)c1ccc(F)c(Cl)c1 (stereo not given)	i	22	6%	0.3%	-0.8%	0.4	40	-7%	5%	0.5%	-4%
CN(CC(=O)Nc1ccc(OC(F)(F)F)cc1)C(=O)Cn1c(=O)cnc2ccccc21	i	44	.	0.8%[50 µM]	.	0.2	56	.	5%	0.9%	-6%
Cc1ccc(C(=O)NC(=C(Cl)Cl)S(=O)(=O)c2ccccc2)cc1	i	62	5%	-0.6%	-1.0%	4.2	81	-7%	0%	5.4%	6%
CCCCCc1nc2c(=O)[nH]c3ccccc3c2o1	i	40	4%	0.4%	1.2%	-1.8	66	-1%	1%	0.3%	3%
CC(=NCCc1c(C)[nH]c2ccc(OCc3ccccc3)cc12)C1=C(O)CC(c2ccccc2)CC1=O (stereo not given)	i	28	6%	0.4%	-0.2%	2.6	63	0%	6%	-0.6%	-7%
CCOc1cccc(-c2nnc3sc(COc4ccc(C)cc4)nn23)c1	i	38	20%	0.5%	-0.3%	9.0	60	-7%	7%	2.2%	.
CC(=O)Oc1ccc2oc(/C=C/N(C)C)c([N+](=O)[O-])c2c1	i	41	13%	-0.1%	-0.3%	0.3	95	14%	17%	-0.2%	-8%
NC(=O)CSC1=Nc2ccccc2C2=NC(c3ccccc3)C(=O)N12 (stereo not given)	i	63	24%	0.9%	0.6%	0.1	72	-7%	1%	1.4%	-13%
CC1(C)Cc2c(cnn2-c2cccc(F)c2)C(NC(=O)CCc2cnccn2)C1 (stereo not given)	i	22	.	0.3%	-0.6%	0.3	55	0%	16%	7.2%	-5%
Nc1[nH]c(=O)ncc1F	i	19	6%&8%	-0.3%	-0.2%	-2.5	48	29µM*!	7%	-1.0%	-2%
